# Bioassay records from PubChem BioAssay.
# Rab2 wt GTP: changes GTP binding to wildtype dog Rab2A, up or down; 0.19% of 190,000 active; AID 760; GTP binding activity, % at 10 µM; GST-Rab2 wt beads, Bodipy-GTP binding, flow cytometry; P61105;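 active = GTP binding activity at least 20 points away from 100%, either lowered or raised; inconclusive = signal likely due to the compound's own green fluorescence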;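 note: 0% = beads with excess unlabeled GTP and 100% = no-compound control corrected for plate trend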
# Rac1 wt modul: alters GTP binding to wildtype human Rac1; GST-Rac1 beads, fluorescent GTP binding, flow cytometry; actives lie on both sides; 0 = cold GTP competed, 100 = untreated; P63000; 0.27% of 190,000 active; GTP binding activity (% of control), % at 10 µM;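 active = GTP binding activity at least 20 points away from the 100% control level, either lower or higher; inconclusive = compound flagged as likely green fluorescent, judged across all proteins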
# Cdc42 wt: modulators (inhibitors or activators) of GTP binding to human Cdc42 wildtype; 0.2% of 190,000 active; P60953; percent activity (GTP binding), % at 10 µM; GST-Cdc42 beads, Bodipy-GTP binding, flow cytometry; actives lie on both sides;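 active = percent activity GTP binding at least 20 points away from the 100% baseline, either down as inhibitor or up as activator; inconclusive = compound flagged as likely green fluorescent from well-wide comparison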;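 note: median bead fluorescence of bound Bodipy-FL-GTP at 100 nM; 0% = excess unlabeled GTP control and 100% = no compound control; below 100% means less GTP binding so inhibitor and above means activator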
# Target sequence (P60953 whole entry, looked up): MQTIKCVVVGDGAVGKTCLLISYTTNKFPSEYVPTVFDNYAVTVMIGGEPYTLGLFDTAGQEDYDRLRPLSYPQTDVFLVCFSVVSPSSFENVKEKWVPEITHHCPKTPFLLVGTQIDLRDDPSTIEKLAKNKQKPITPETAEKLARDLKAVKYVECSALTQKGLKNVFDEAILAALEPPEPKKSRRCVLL
# Bim-Bfl-1: human Bim-Bfl-1 interaction inhibition; Bead-based flow cytometry, Bim-Bfl-1 binding inhibition; 0.12% of 190,000 active; AID 1008; inhibition, % at 10 µM;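 note: 0% = wells without compound plus tracer and 100% = blocker peptide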
# Bim-Bcl-XL: human Bim-Bcl-XL interaction inhibition. 0.04% of 190,000 active. Bim peptide-Bcl-XL binding, bead flow cytometry, fluorescence. inhibition, % at 10 µM. Q07817
# Target sequence (Q07817 whole entry, looked up): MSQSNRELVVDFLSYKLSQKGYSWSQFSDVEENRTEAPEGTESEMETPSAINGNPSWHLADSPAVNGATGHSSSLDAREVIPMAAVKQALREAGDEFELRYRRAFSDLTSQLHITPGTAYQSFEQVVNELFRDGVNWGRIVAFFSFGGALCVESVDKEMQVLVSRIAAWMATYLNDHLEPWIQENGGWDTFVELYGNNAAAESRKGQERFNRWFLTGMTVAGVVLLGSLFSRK
# Bim-Bcl-W: disrupts Bim peptide binding to human Bcl-W; inhibition, % at 10 µM; Q92843; bead-based flow cytometry; AID 952; 0.02% of 190,000 active;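 note: 0% = bound tracer without compound and 100% = peptide blocker; higher means less fluorescent Bim peptide bound to Bcl-W beads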
# Rac1 mut GTP: modulators of GTP binding to human Rac1 activated mutant; P63000; GST-Rac1 activated beads, fluorescent GTP binding, flow cytometry; actives lie on both sides; 100% means binding = to untreated wells; percent activity (GTP binding), % at 10 µM; 0.11% of 190,000 active; AID 764;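 active = GTP binding at least 20 percentage points away from the 100% baseline, in either direction, so actives lie on both sides; inconclusive = Compound likely fluorescent itself, or too few beads counted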
# Bim-Bcl-2: disrupts Bim peptide binding to human Bcl-2; 0.06% of 190,000 active; P10415; Bead-based flow cytometry, Bim peptide-Bcl-2 binding; inhibition, % at 10 µM; in the data active = inhibition above about 40%; inconclusive = no clear call, values can overlap the other calls;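 note: 0% = no compound wells with probe peptide and 100% = reference peptide inhibitor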
# Target sequence (P10415 whole entry, looked up): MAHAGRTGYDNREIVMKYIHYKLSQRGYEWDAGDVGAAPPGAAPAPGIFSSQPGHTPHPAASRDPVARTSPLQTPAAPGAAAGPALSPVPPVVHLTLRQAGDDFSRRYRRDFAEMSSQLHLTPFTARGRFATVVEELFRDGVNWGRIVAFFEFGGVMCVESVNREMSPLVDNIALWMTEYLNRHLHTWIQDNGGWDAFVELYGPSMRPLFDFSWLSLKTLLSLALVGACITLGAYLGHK
# HRas wt GTP bind: human HRas wildtype GTP binding, change in either direction; 0.14% of 190,000 active; AID 759; GST-Ras wt beads, Bodipy-FL-GTP binding, flow cytometry; actives lie on both sides; GTP binding activity, % at 10 µM;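 active = GTP binding activity at least 20% away from the 100% baseline, either lowered as inhibitor or raised as activator; inconclusive = flagged as likely green fluorescent, judged across all proteins in the well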;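 note: 0% = unlabeled GTP competition control and 100% = no-compound control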
# Bcl-B Bim block: disrupts Bim peptide binding to human Bcl-B; Q9HD36; bead-based flow cytometry; inhibition, % at 10 µM; 0.073% of 190,000 active; AID 951;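 note: 0% = tracer peptide without compound and 100% = reference inhibitor peptide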
# Target sequence (Q9HD36 whole entry, looked up): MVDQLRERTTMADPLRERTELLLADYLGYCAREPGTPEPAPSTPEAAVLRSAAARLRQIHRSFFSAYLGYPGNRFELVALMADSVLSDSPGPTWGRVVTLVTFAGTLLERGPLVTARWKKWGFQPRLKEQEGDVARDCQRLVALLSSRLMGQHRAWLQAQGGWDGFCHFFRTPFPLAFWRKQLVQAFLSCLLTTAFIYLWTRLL
# Rab7 wt GTP bind: alters GTP binding to wildtype dog Rab7. GST-Rab7 beads, fluorescent GTP binding, flow cytometry; actives lie on both sides; untreated = 100%, excess cold GTP = 0%. GTP binding activity (percent of control), % at 10 µM. 0.055% of 190,000 active. AID 758;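 active = fluorescent GTP binding to Rab7 beads changed by at least 20 points from the 100% baseline, either direction, mostly lower; inconclusive = compound itself probably fluorescent, or too few beads counted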;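 note: median green fluorescence of bound Bodipy-FL-GTP per Rab7 bead population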
# * marks the source's active call; other numbers are inactive results; ? = inconclusive; . = not tested or not shown. Cut-off read from the data, not from the text of the source, unless noted: active = inhibition above about 40%.
SMILES,Rab2 wt GTP,Rac1 wt modul,Cdc42 wt,Bim-Bfl-1,Bim-Bcl-XL,Bim-Bcl-W,Rac1 mut GTP,Bim-Bcl-2,HRas wt GTP bind,Bcl-B Bim block,Rab7 wt GTP bind
O=C(O)CNS(=O)(=O)c1ccc(C2CCCCC2)cc1,97,99,98,-6,0,-1,95,-3,98,-3,95
CCCCC(=O)NC(=S)NNC(=O)c1ccc(OC)cc1,92,97,95,5,1,7,91,0,94,-43,97
CC(C)Cn1c(SCC(=O)c2ccc(Cl)s2)nnc1-c1ccco1,99,101,100,1,-1,-3,98,-1,99,-1,100
COc1ccc(-c2nn(-c3ccccc3)cc2N)cc1,101,99,101,1,0,0,99,0,98,0,98
CCOC(=O)c1ccc(NC(=O)Cn2nnc(-c3ccc(F)cc3)n2)cc1,96,96,98,-12,-5,-1,94,-12,97,-9,95
CCCSc1nc(O)c(C2OC(=O)c3c2ccc(OC)c3OC)c(=O)n1-c1ccccc1 (stereo not given),98,102,99,-13,-4,2,97,-6,100,-8,102
CN1CCN(C(=O)c2ccc(C(C)(C)C)cc2)CC1,101,110,104,-8,0,4,101,-6,102,-5,99
Cc1nc(NC(=O)c2ccccc2)sc1Cc1ccc2c(c1)OCO2,101,103,99,-1,-8,-1,97,-2,100,-6,101
COc1cc(C(=O)N2CCC(C(=O)Nc3cccc(C(C)=O)c3)CC2)cc(OC)c1OC,101,105,102,-4,-4,-3,101,-5,103,-1,99
Cc1cccc(N2C(=N)SCC2=O)c1C,102,105,104,2,-3,0,101,2,103,-2,101
COc1ccc(Cn2ccnc2)cc1[N+](=O)[O-],101,105,102,-2,-1,0,100,-5,101,0,104
Cc1c(C(=O)N2CCc3ccccc32)oc2c1C(=O)CC(C)(C)C2,101,111,102,-8,-4,3,95,-11,106,-16,101
CCOc1cc(C(=O)Nn2cnnc2)cc(OCC)c1OCC,98,97,96,-6,-2,-3,97,-4,100,-3,104
CCC(=O)NC1(Cc2ccc(O)cc2)CCCCC1,96,93,96,-6,0,0,94,-1,94,-3,95
COCC(C)NC(=O)COc1ccc(Cl)cc1Cl (stereo not given),99,105,101,-10,-9,-6,100,-11,100,-6,104
Cc1ccc(CSc2nc3c(c(=O)[nH]2)C(c2ccncc2)C2=C(CCCC2=O)N3)cc1 (stereo not given),94,97,95,-1,-6,-2,94,-1,96,-2,94
Cc1c(C(=O)Nc2ccccc2-c2ccccc2)cccc1[N+](=O)[O-],103,102,101,1,0,0,101,-1,103,1,98
CC(=O)c1nn(-c2cccc(Cl)c2)cc1C(=O)c1ccco1,98,99,100,-5,-1,-5,97,0,100,-3,99
CCCCNc1nnc(SCC(=O)N2CCN(S(=O)(=O)c3ccc4ccccc4c3)CC2)s1,104,103,105,-3,-3,0,99,0,104,-2,97
O=C(CN1C(=O)CCC1=O)Nc1nc(-c2ccc(Oc3ccccc3)cc2)cs1,97,98,101,-4,-6,-4,96,-7,98,-7,102
CN(C)/C=N/c1nc2nccc(-c3cccc(Cl)c3)n2n1,102,102,99,-5,-3,-5,99,0,100,-4,107
Cc1noc(C)c1S(=O)(=O)N1CCCC(C(=O)NCC2CCCO2)C1 (stereo not given),98,100,100,-1,-1,-1,97,-1,99,0,96
CCCC(=O)NC(NC1CCS(=O)(=O)C1)C(Cl)(Cl)Cl (stereo not given),100,100,96,-6,-1,-4,95,-2,99,-5,105
C=CCn1c(COc2ccc(F)cc2)nnc1SCC(=O)c1c[nH]c2c(CC)cccc12,100,102,102,-9,.,-3,96,-53,100,-14,?
COc1cc2nc(Cl)nc(N3CCN(C)CC3)c2cc1OC,106,109,107,-2,-4,-2,100,-1,102,-3,96
COCC(=O)N1CCN(c2cccc(C(F)(F)F)c2)CC1,101,103,96,-3,0,1,96,-4,99,-1,105
O=S(=O)(NCCOCC(F)(F)F)c1ccc2oc3ccccc3c2c1,101,100,99,0,0,-2,98,0,100,-4,103
Cc1ccccc1C(=O)NC(=S)NCC1CCCO1 (stereo not given),98,98,99,-13,-4,0,93,-12,99,-11,98
COc1ccccc1OCCC(=O)OCC(=O)Nc1ncc(Cl)cc1Cl,96,93,97,-10,-3,1,93,-12,96,-7,93
c1ccc(-n2nnnc2Oc2ccc(-c3nnco3)cc2)cc1,98,104,100,-5,-1,-3,101,-1,98,-3,95
CCN(CC)C(=O)/C(=C/c1cn(S(=O)(=O)N(C)C)c2ccccc12)NC(=O)c1ccc(OC)cc1,97,99,96,-2,-4,-4,93,-4,97,-3,103
COC(=O)[C@H]1C[C@@H]1[C@H](NC(=O)c1cnccn1)c1ccccc1,102,104,103,0,-2,-1,99,0,101,-1,95
O=C(Nc1nnc(SCC(=O)N2CCCc3ccccc32)s1)c1ccccc1,100,102,101,-3,-3,-1,97,-5,102,-6,103
O=C(NC1CCC(NC(=O)C2CCCO2)CC1)C1CCCO1 (stereo not given),101,103,101,-8,-10,0,102,-8,104,-9,104
Cc1sc2nc(SCC(=O)NCc3ccco3)n(Cc3ccccc3)c(=O)c2c1C,100,107,102,-10,-4,-1,98,-5,101,-6,99
COc1ccc(N2CC(C(=O)Nc3ccccc3C(=O)NCc3ccco3)CC2=O)cc1 (stereo not given),104,103,101,-15,-4,-1,97,-7,101,-10,101
Cc1cc(=O)oc(C)c1C(=O)NCCC1=CCCCC1,101,103,103,2,-14,3,99,2,101,0,98
CC(C)(C)OC(=O)c1c(N)n(CCCN2CCCC2=O)c2nc3ccccc3nc12,99,99,101,-8,-3,4,98,-4,101,-6,101
Cc1cc(=O)[nH]c(SCc2cccc(Br)c2)n1,102,103,103,-7,4,-1,99,-9,102,-5,101
Cc1ccc(C2=NN(CC(=O)NCc3cccs3)C(=O)CC2)cc1,99,94,95,-12,-2,-4,94,-6,96,-6,104
CCC/C(O)=C1\C(=O)CC(c2ccccc2)CC1=NCCc1c(C)[nH]c2ccccc12 (stereo not given),98,108,103,0,0,2,101,-1,102,-4,97
O=S(=O)(/N=C(\Nc1ccc(F)cc1)C(F)(F)F)c1ccccc1,?,?,?,-9,-1,1,?,-4,?,-8,?
CCOc1ccc2nc(NS(=O)(=O)c3ccc(NC(C)=O)cc3)sc2c1,93,93,92,-12,-11,0,95,-10,94,-10,95
COc1ccc(N2CSC3=C(C#N)C(c4cccc(OC)c4OC)CC(=O)N3C2)cc1 (stereo not given),99,100,101,16,-4,0,95,1,99,-16,101
Cc1nc(C)n(CC(O)COc2ccc(C(=O)c3ccccc3)cc2)n1 (stereo not given),97,96,99,-10,-16,0,96,-8,97,-4,95
COc1cc(C(=S)N2CCCCC2)ccc1OCC(=O)Nc1ccccc1Cl,99,98,96,-3,-5,-3,94,-1,96,-6,103
CCOC(=O)c1c(/N=C/c2cccc(C)c2O)sc2c1CCN(C)C2,97,100,99,-2,-5,-4,99,-4,98,-2,99
O=C(Nc1nc(-c2ccccc2)cs1)C1COc2ccccc2O1 (stereo not given),97,101,98,-8,0,1,97,-4,99,-2,99
CCn1c(SCC(=O)N2CCCC2)nc2ccccc2c1=O,100,103,103,-7,1,0,101,-1,102,-3,103
COc1ccc(S(=O)(=O)Nc2ccccn2)c(C)c1C,97,100,103,0,-2,-3,98,-2,100,-3,96
COc1ccc(-c2csc(N(CCCN3CCOCC3)C(=O)c3ccco3)n2)cc1,96,94,96,-4,2,1,96,0,96,0,94
CCC(C)N(C(=O)COc1ccc(NC(C)=O)cc1)C1CCS(=O)(=O)C1 (stereo not given),97,97,97,1,-3,-2,94,1,96,2,99
CCCCn1c(SCC(=O)c2ccccc2)nc2c1c(=O)[nH]c(=O)n2C,36*,33*,38*,3,0,2,36*,1,41*,0,21*
CSc1nnc(C)c(/C=C/Nc2ccc(F)cc2)n1,94,89,93,8,11,7,94,7,94,-4,94

# 13 successive entries already listed, for reference:
SMILES,Rab2 wt GTP,Rac1 wt modul,Cdc42 wt,Bim-Bfl-1,Bim-Bcl-XL,Bim-Bcl-W,Rac1 mut GTP,Bim-Bcl-2,HRas wt GTP bind,Bcl-B Bim block,Rab7 wt GTP bind
O=S(=O)(/N=C(\Nc1ccc(F)cc1)C(F)(F)F)c1ccccc1,?,?,?,-9,-1,1,?,-4,?,-8,?
CCOc1ccc2nc(NS(=O)(=O)c3ccc(NC(C)=O)cc3)sc2c1,93,93,92,-12,-11,0,95,-10,94,-10,95
COc1ccc(N2CSC3=C(C#N)C(c4cccc(OC)c4OC)CC(=O)N3C2)cc1 (stereo not given),99,100,101,16,-4,0,95,1,99,-16,101
Cc1nc(C)n(CC(O)COc2ccc(C(=O)c3ccccc3)cc2)n1 (stereo not given),97,96,99,-10,-16,0,96,-8,97,-4,95
COc1cc(C(=S)N2CCCCC2)ccc1OCC(=O)Nc1ccccc1Cl,99,98,96,-3,-5,-3,94,-1,96,-6,103
CCOC(=O)c1c(/N=C/c2cccc(C)c2O)sc2c1CCN(C)C2,97,100,99,-2,-5,-4,99,-4,98,-2,99
O=C(Nc1nc(-c2ccccc2)cs1)C1COc2ccccc2O1 (stereo not given),97,101,98,-8,0,1,97,-4,99,-2,99
CCn1c(SCC(=O)N2CCCC2)nc2ccccc2c1=O,100,103,103,-7,1,0,101,-1,102,-3,103
COc1ccc(S(=O)(=O)Nc2ccccn2)c(C)c1C,97,100,103,0,-2,-3,98,-2,100,-3,96
COc1ccc(-c2csc(N(CCCN3CCOCC3)C(=O)c3ccco3)n2)cc1,96,94,96,-4,2,1,96,0,96,0,94
CCC(C)N(C(=O)COc1ccc(NC(C)=O)cc1)C1CCS(=O)(=O)C1 (stereo not given),97,97,97,1,-3,-2,94,1,96,2,99
CCCCn1c(SCC(=O)c2ccccc2)nc2c1c(=O)[nH]c(=O)n2C,36*,33*,38*,3,0,2,36*,1,41*,0,21*
CSc1nnc(C)c(/C=C/Nc2ccc(F)cc2)n1,94,89,93,8,11,7,94,7,94,-4,94
